Lipid droplet = hepatic lipid droplet formation modulation. inhibition, % at 6.5 µM. 0.4% of 240,000 active. AML12 mouse hepatocytes, oleate lipid droplets, BODIPY imaging. AID 1656;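 active = lipid droplet intensity inhibited by at least 50%, with more than 500 cells counted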
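Technique: fluorescence imaging, 20x objective, two fields per well / Assay system: AML12 hepatocytes (mouse) / Measure: % inhibition of lipid droplet signal / Doses: 6.5 µM single-point dosing / Incubation: overnight exposure / Reagent: 100 µM oleic acid challenge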
Lipid droplet cells 6.5 µM = further read-out of Lipid droplet, marked with its call; cell count; measured here: cell count, cytotoxicity flag;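 cells counted across two imaged fields per well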
* = called active by the depositor. An excerpt. The share of hits here may be higher or lower than overall.

SMILES	Lipid droplet	Lipid droplet cells 6.5 µM
O=C(Nc1nccs1)c1ccc(Cl)c([N+](=O)[O-])c1	-1	823
Cn1c(-c2cccc([N+](=O)[O-])c2)cnc1NCc1cccc(F)c1	-2	788
CCC1Sc2ccc(S(=O)(=O)Nc3ccc(OC)cc3)cc2NC1=O (stereo not given)	-8	678
Cc1cccc(CC(=O)N2CCOCC2)c1	-2	771
O=C(Nc1ccccc1Cl)c1ccc2ccccc2c1	3	785
COc1ccccc1N(C)S(=O)(=O)c1ccc(Cl)c(C(=O)NNC(=O)c2ccccc2O)c1	-2	740
COc1cccc(-c2nc(CS(=O)(=O)CC(=O)NCCc3ccccc3)c(C)o2)c1	-2	790
COc1ccc(NC(=O)C2CCCN(c3ncccn3)C2)cc1 (stereo not given)	-6	795
Nc1nonc1-n1nnc(C(=O)N/N=C/c2ccc(Br)cc2)c1CN1CCOCC1	16	741
CCOc1ccc(S(=O)(=O)NCC2CCCO2)cc1NC(=O)c1ccccc1F (stereo not given)	0	734
COc1ccc(/C(N)=N/OC(=O)CC2CCCCC2)cc1OC	8	722
COc1cc(S(=O)(=O)NC(Cc2c[nH]c3ccccc23)C(=O)O)ccc1NC(C)=O (stereo not given)	0	809
COc1cc([N+](=O)[O-])ccc1-c1ccc(/C=N\n2cnnc2)o1	11	845
Cc1ccc(C(=O)NCCCN2CCOCC2)c(C)c1	5	819
CC(C)N1CCN(C(=O)C2CCC(=O)N(CCc3cccc(F)c3)C2)CC1 (stereo not given)	6	860
O=C(NCCc1ccccc1)c1ccc(CS(=O)Cc2ccc(Cl)cc2)o1 (stereo not given)	-12	719
Cc1ccc(NC(=O)C2CCN(S(=O)(=O)c3ccc4c(c3)C(C)(C)C(=O)N4C)CC2)c(C)c1	-1	739
O=C(N/N=C(\c1ccccc1)c1cccnc1)c1cc(O)ccc1O	7	818
Cc1ccc(C(=O)Nc2nnc(C3=COCCO3)o2)cc1C	3	846
Cc1ccc(C(=O)Nc2cccc(C(=O)N3CCOCC3)c2)cc1Cl	39	837
CC(C)c1ccc(C(C(=O)NC2CCCCC2)N(C(=O)c2csnn2)C2CC2)cc1 (stereo not given)	-4	732
CCCCNC(=O)N1CCC(CCC(=O)N(C)Cc2ccccc2)CC1	0	781
C=C(C)COc1ccc(-c2ncnc(C(F)(F)F)c2-c2ccc(OC)cc2)c(O)c1	-17	837
CC(C)(C)C(=O)Nc1scc(-c2ccc(-c3ccccc3)cc2)c1C(=O)O	5	804
Cc1nc(Nc2ccc(Cl)cc2)c(C#N)c(=O)[nH]1	1	801
Cn1nc(C(=O)N2CCN(c3cccc(Cl)c3)CC2)c2c1-c1ccccc1S(=O)(=O)C2	0	674
O=C(CCC(=O)N1CCSc2ccccc21)NCCc1ccccc1	-1	732
Cc1cccc(C(=O)Nc2ccc(Oc3cnccn3)cc2)c1	-9	817
NS(=O)(=O)c1cccc(NC(=O)CC(NC(=O)c2ccccc2Cl)c2ccccc2)c1 (stereo not given)	-1	800
COc1ccc(-c2nc(CN3CCC(C(=O)NCC4CCCO4)CC3)c(C)o2)cc1OC (stereo not given)	0	753
CCn1cc(C(=O)O)c(=O)c2cnc(N3CCN(C(=S)NC(=O)c4ccc(OC)cc4)CC3)nc21	17	819
CCc1ccc(C2C(C#N)=C(N)Oc3cc(N)ccc32)cc1 (stereo not given)	8	824
O=C(NCc1ccco1)c1cc(S(=O)(=O)N2CCOCC2)ccc1Br	6	711
CCCOc1ccc(/C=N/Nc2cc(N3CCOCC3)ncn2)c(O)c1	-1	696
Cc1ccc2nc3c(c(Nc4cccc(O)c4)c2c1)CCC3	-6	774
Cc1nn(C(C)C(=O)NCCC2=CCCCC2)c(=O)c2nn(-c3ccccc3)c(C)c12 (stereo not given)	-4	685
O=C(CSc1ncnc2c1nnn2Cc1ccccc1F)NCC1CCCO1 (stereo not given)	-6	884
COc1ccc2nc(SCC(=O)NC3CC3)c(C#N)cc2c1	-23	803
C/C(=N\NC(=O)c1nnn(-c2nonc2N)c1-c1ccc(Cl)c(Cl)c1)c1ccncc1	-4	780
Cc1c(C(=O)N(C)CCc2cnn(C)c2)oc2c(F)cccc12	4	676
CC(=O)N1c2ccc(S(=O)(=O)NCC3CCC(C(=O)N4CCCC(C)C4)CC3)cc2CC1C (stereo not given)	-2	688
CN(C(=O)c1ccc(Oc2ccc([N+](=O)[O-])cc2)cc1)C1CCCCC1	8	838
CC(=O)c1cccc(N(CC(=O)NCCc2ccccc2)C(=O)c2csnn2)c1	-10	751
O=C(Nc1nc2c(Br)cccc2s1)C1CC1	-1	723
CCOC(=O)C1CCN(C2=C(NS(=O)(=O)c3ccc(Br)cc3)C(=O)c3ccccc3C2=O)CC1	16	765
C=CCOc1cccc(C(=O)N2CCCC(Nc3ccc(F)cc3)C2)c1 (stereo not given)	-12	689
COCCNC(=O)Cn1nc(Cc2ccncc2)c2ccccc2c1=O	17	728
Cc1c(C)c2ccc(OCC(=O)Nc3nccs3)cc2oc1=O	14	728
O=C(Oc1cccc(OC(=O)c2ccco2)c1)c1ccco1	-14	851
CC(NS(=O)(=O)c1ccc(NC(=O)N2CCCCC2)cc1)c1ccccc1 (stereo not given)	-2	816
COCCCNc1nc2c(-c3ccc(C)cc3)nnn2c2ccccc12	7	717
COc1ccc(C2=NS(=O)(=O)N(C)C(C(=O)NC3CCCC3)=C2)cc1OC	-4	782
CC(=O)c1ccc(Nc2nc3ccc(C)cc3n3cnnc23)cc1	6	402
CC(=O)c1cccc(NC(=O)c2ccc(CN3CCc4ccccc4C3)cc2)c1	-4	779
COc1cccc(/C=C2\Oc3cc(OCC(=O)N4CCCC4)ccc3C2=O)c1OC	11	728
Cc1ccc(Cl)c(OCC(=O)Nc2cc(S(=O)(=O)N3CCOCC3)ccc2N2CCCC2)c1	-8	842
CCOc1ccccc1NS(=O)(=O)c1ccc2[nH]c(=O)[nH]c2c1	-1	759
O=C(c1cc(-c2ccc(Cl)cc2)on1)N1CCN(c2ccc(F)cc2)CC1	-16	785
O=C1CN(C(=O)COc2ccc(Cl)cc2Cl)c2ccccc2N1	-7	821
C/C(CC(=O)Nc1ccccn1)=N\NC(=O)c1ccncc1	-7	829

Next section:
SMILES	Lipid droplet	Lipid droplet cells 6.5 µM
Cc1noc(NS(=O)(=O)c2ccc(NC(=O)c3nn(-c4ccccc4)ccc3=O)cc2)c1C	17	720
COC(=O)C1C(=O)C(C(=O)c2ccc([N+](=O)[O-])cc2)C(=O)CC1(C)C (stereo not given)	-1	804
Cc1cc(C)c(S(=O)(=O)NCC2CCC(C(=O)NCCCN3CCC(C)CC3)CC2)c(C)c1 (stereo not given)	2	709
O=[N+]([O-])c1ccc(CN2CCN(c3ccccc3Cl)CC2)o1	0	852
Cc1ccc(/C=C2/SC(=S)N(C3CCCCC3)C2=O)o1	9	672
COCC(=O)N1CCCC(N(C)CCc2ccc(OC)c(OC)c2)C1 (stereo not given)	-12	780
CSc1ncccc1C(=O)N1CCCC(N2CCN(c3ccccc3F)CC2)C1 (stereo not given)	19	817
Cc1ccc(N/N=C/c2ccncc2)cc1	26	866
COc1ccc(S(=O)(=O)N2CCC(C(=O)NCc3ccncc3)CC2)cc1OC	-17	720
COc1ccc(N(C(=O)c2snc(C(N)=O)c2N)C(C(=O)NC2CCCCC2)c2ccc(C)o2)cc1 (stereo not given)	7	791
COc1ccc(CNC(=O)C(NS(=O)(=O)c2cccc3nsnc23)C(C)C)cc1 (stereo not given)	28	734
Cc1nc(C(C)NC(=O)c2cc(COc3ccc(C)c(C)c3)on2)c(C)s1 (stereo not given)	-2	762
Cc1cccc(-c2nc3c(c(SCC(=O)N4CCCC4)n2)COC(C)(C)C3)c1	7	796
Cc1cc(Cl)c(C(=O)Nc2cccc(C(F)(F)F)c2)c(C)n1	9	789
O=C1C(=O)N(CCS(=O)(=O)c2ccccc2)c2ccc(Cl)cc21	-6	742
Cc1cccc2c1NC(=O)C2=Nc1ccc(Cl)cc1	0	812
Cc1cccc(-c2noc(CCC(=O)NC3CCCCC3)n2)c1	1	669
O=C(O)c1ccc(Nc2ccc(F)c(F)c2)c([N+](=O)[O-])c1	-7	601
Cc1cccc(C(=O)N[C@H](C(=O)NCCc2ccc(S(N)(=O)=O)cc2)C(C)C)c1	-10	790
CCOc1ccc(C(=O)NCC(=O)NC(C)CCc2ccccc2)cc1OCC (stereo not given)	75*	726*
CCC1CN(C(=O)N2CCC(C(=O)NCc3cccc(F)c3)CC2)c2ccccc2O1 (stereo not given)	-11	640
Cc1ccc(NS(=O)(=O)c2ccc3c(c2)NC(=O)CCS3)c(Br)c1	9	671
O=C(CCCn1nnnc1CN1CCOCC1)N1CCC(c2ccc(F)cc2)C1 (stereo not given)	-9	683
CCn1c(=O)c2sccc2n2c(CCCC(=O)NCc3cccnc3)nnc12	-8	681
CC(C)CC(=O)Nc1nnc(CCc2ccccc2)s1	7	816
O=C(Nc1ccc2c(c1)CCCN2C(=O)c1cccs1)c1c(F)cccc1Cl	3	717
COc1ccccc1C(=O)NC(C)c1cccc2ccccc12 (stereo not given)	-16	819
O=C(NNS(=O)(=O)c1ccc(F)cc1)c1cccc(O)c1	9	858
COc1ccc(OC)c(NC(=O)CCn2ccnc2)c1	-5	810
Cc1cc(C)cc(Oc2coc3cc(O)ccc3c2=O)c1	-13	808
CCOC(=O)Cn1nc(C)cc1NC(=O)c1cc(OC)c(OC)c(OC)c1	-3	832
CN(C)C(=O)c1ccc(NS(=O)(=O)c2ccc3c(c2)OCCO3)cc1	0	848
COc1ccc(-n2ncc3c(=O)n(CC(=O)Nc4ccc5c(c4)OCCO5)cnc32)cc1	8	476
Cc1ncc([N+](=O)[O-])n1CC(=O)Nc1ccc(F)c(Cl)c1	0	832
O=C(C[n+]1cccc(O)c1)NCc1ccc(Cl)cc1	-2	830
CCc1ccccc1N(CC(=O)Nc1cccnc1)S(=O)(=O)c1ccccc1	-55	767
C#CC(C)(C)NC(=O)c1cnc(-c2ccccc2)nc1-c1ccccc1	-2	817
O=C(COc1ccc(S(=O)(=O)N2CCOCC2)cc1)NC1CC1	0	770
CCc1ccc(-n2c(=S)sc3c(=O)n(-c4ccccc4)c(SCC(=O)O)nc32)cc1	-4	800
Cc1ccc2c(c1)N(CCCC(=O)NCCCN1CCCCC1)C(=O)CO2	-1	765
C=CCn1c(Cc2ccccc2)nc2c(cnn2-c2ccccc2)c1=O	-1	813
Cc1ccc(NC(=O)Cn2cc([N+](=O)[O-])nc2C)cc1C	0	838
CC(C)(C)NC(=O)CN(C(=O)CNS(=O)(=O)c1ccc(Cl)cc1)c1ccc2c(c1)OCCO2	-19	772
Cc1ccc2nc(SCC(=O)Nc3nonc3C)[nH]c2c1	8	790
CCc1ccc(OCC(=O)NNC(=O)c2ccc(NC(=O)C3CC3)cc2)cc1	-12	733
CCOc1ccc(C2C(C(=O)c3ccco3)=C(O)C(=O)N2CCN2CCOCC2)cc1OCC (stereo not given)	4	738
COc1cccc(Nc2cc(C)c3ccccc3n2)c1	-16	831
CCc1ccccc1N(C(=O)CNC(=O)c1ccco1)C(C(=O)NC1CCCC1)c1cccnc1 (stereo not given)	-3	792
CC1CN(C(=S)Nc2cccc([N+](=O)[O-])c2)CC(C)O1 (stereo not given)	1	701
O=C(NC1CCSc2ccccc21)c1ccccc1F (stereo not given)	-5	814
NC(=O)c1ccc(NC(=O)CN2C(=O)NC(c3ccccc3)(c3ccccc3)C2=O)cc1	-6	802
NC(=O)C1CCCc2c1n(Cc1ccccc1)c1ccccc21 (stereo not given)	-17	783
CCc1ccc(-c2cc3c(=O)n(CC(=O)NCCCN4CCN(Cc5ccccc5)CC4)nc(C)n3n2)cc1	-17	583
N#CC(CC(=O)c1ccc(F)cc1)c1ccc2c(c1)OCO2 (stereo not given)	-2	853

Structural class, the entries above with a Cl atom (20)
SMILES	Lipid droplet	Lipid droplet cells 6.5 µM
O=C(Nc1nccs1)c1ccc(Cl)c([N+](=O)[O-])c1	-1	823
O=C(Nc1ccccc1Cl)c1ccc2ccccc2c1	3	785
COc1ccccc1N(C)S(=O)(=O)c1ccc(Cl)c(C(=O)NNC(=O)c2ccccc2O)c1	-2	740
O=C(NCCc1ccccc1)c1ccc(CS(=O)Cc2ccc(Cl)cc2)o1 (stereo not given)	-12	719
Cc1ccc(C(=O)Nc2cccc(C(=O)N3CCOCC3)c2)cc1Cl	39	837
Cc1nc(Nc2ccc(Cl)cc2)c(C#N)c(=O)[nH]1	1	801
Cn1nc(C(=O)N2CCN(c3cccc(Cl)c3)CC2)c2c1-c1ccccc1S(=O)(=O)C2	0	674
NS(=O)(=O)c1cccc(NC(=O)CC(NC(=O)c2ccccc2Cl)c2ccccc2)c1 (stereo not given)	-1	800
C/C(=N\NC(=O)c1nnn(-c2nonc2N)c1-c1ccc(Cl)c(Cl)c1)c1ccncc1	-4	780
Cc1ccc(Cl)c(OCC(=O)Nc2cc(S(=O)(=O)N3CCOCC3)ccc2N2CCCC2)c1	-8	842
O=C(c1cc(-c2ccc(Cl)cc2)on1)N1CCN(c2ccc(F)cc2)CC1	-16	785
O=C1CN(C(=O)COc2ccc(Cl)cc2Cl)c2ccccc2N1	-7	821
O=[N+]([O-])c1ccc(CN2CCN(c3ccccc3Cl)CC2)o1	0	852
Cc1cc(Cl)c(C(=O)Nc2cccc(C(F)(F)F)c2)c(C)n1	9	789
O=C1C(=O)N(CCS(=O)(=O)c2ccccc2)c2ccc(Cl)cc21	-6	742
Cc1cccc2c1NC(=O)C2=Nc1ccc(Cl)cc1	0	812
O=C(Nc1ccc2c(c1)CCCN2C(=O)c1cccs1)c1c(F)cccc1Cl	3	717
Cc1ncc([N+](=O)[O-])n1CC(=O)Nc1ccc(F)c(Cl)c1	0	832
O=C(C[n+]1cccc(O)c1)NCc1ccc(Cl)cc1	-2	830
CC(C)(C)NC(=O)CN(C(=O)CNS(=O)(=O)c1ccc(Cl)cc1)c1ccc2c(c1)OCCO2	-19	772

High-throughput results: PubChem, Sanford-Burnham Center for Chemical Genomics
